Assay outcomes from PubChem BioAssay.
PI4K2A block = blocks human PI4K2A kinase activity; activity change, negative = inhibition, % at 76.9 µM; purified PI4K2A, ADP-Glo luminescence, 1 h; active compounds read low; AID 1346378; hit rate 0.13% among 420,000; in the data active means activity change below about -50%;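 further: -100% = wells without enzyme as full effect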
Target sequence (Q9BTU6 whole entry, looked up): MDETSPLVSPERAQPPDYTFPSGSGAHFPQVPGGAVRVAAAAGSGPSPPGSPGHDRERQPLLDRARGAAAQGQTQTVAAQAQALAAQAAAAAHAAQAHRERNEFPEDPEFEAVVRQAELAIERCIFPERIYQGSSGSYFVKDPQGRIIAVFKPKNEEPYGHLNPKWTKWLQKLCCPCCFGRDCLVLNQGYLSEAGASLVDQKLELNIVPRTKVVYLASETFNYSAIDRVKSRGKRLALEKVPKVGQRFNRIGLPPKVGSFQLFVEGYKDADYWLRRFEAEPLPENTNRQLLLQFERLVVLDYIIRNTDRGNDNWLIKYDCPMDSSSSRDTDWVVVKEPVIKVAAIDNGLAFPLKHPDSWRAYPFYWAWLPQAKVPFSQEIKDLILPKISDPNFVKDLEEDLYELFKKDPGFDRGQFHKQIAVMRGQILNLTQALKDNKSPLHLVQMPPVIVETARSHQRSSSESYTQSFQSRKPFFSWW
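PI4K2A activity was measured by ADP-Glo luminescence: enzyme (4 ug/mL stock) and phosphatidylinositol (1.2 mM stock) in Tris pH 7.5/MgCl2/EGTA/Triton X-100 buffer were reacted with ATP (300 microM stock) for one hour at ambient temperature.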
An asterisk follows results filed as active.

> O=C(OCc1ccccc1)[C@H](Cc1ccccc1)NC(=O)[C@@H]1CC=C[C@@H]2CCN(Cc3ccccc3)C(=O)[C@@H]21
- PI4K2A block: -1
> Cn1c(=O)cc(OCC(=O)N2CCN(c3ccccc3Cl)CC2)c2ccccc21
- PI4K2A block: 1
> CCN(CC)C(=O)CC[C@H]1CC[C@]2(CCCN(Cc3cccc4ccccc34)C2)O1
- PI4K2A block: 2
> O=C(Cn1nnc(-c2ccncc2)n1)Nc1ccc(Oc2ccccc2)cc1
- PI4K2A block: 11
> CCCCCCCCN1C(=O)[C@@H](CC(=O)NCCCN2CCCC2=O)C[C@@]2(C(=O)OC)C1=C[C@H](C(C)C)O[C@@H]2C1CC1
- PI4K2A block: 2
> Nn1c(SCC(=O)Nc2cccc3ccccc23)nnc1-c1n[nH]c2c1CCC2
- PI4K2A block: 5
> CC(C)c1ccccc1NC(=O)[C@@H]1CCCN1S(=O)(=O)c1cccc2cccnc12
- PI4K2A block: -3
> CC1(C)CC(=O)N(CC(=O)N2CCN(Cc3ccccc3)CC2)c2ccccc2S1(=O)=O
- PI4K2A block: -1
> Cc1cccc(NC(=O)C2CCCN(c3nnc(-n4cccc4)s3)C2)c1C (configuration not stated)
- PI4K2A block: 0
> C[C@@H](NC(=O)C[C@H]1CC[C@H]2[C@@H](COc3ccc(NC(=O)Nc4ccccc4)cc3C(=O)N2C)O1)c1ccccc1
- PI4K2A block: -8

Quoted from the listing, two compounds:
> Cc1cccc(NC(=O)C2CCCN(c3nnc(-n4cccc4)s3)C2)c1C (configuration not stated)
- PI4K2A block: 0
> C[C@@H](NC(=O)C[C@H]1CC[C@H]2[C@@H](COc3ccc(NC(=O)Nc4ccccc4)cc3C(=O)N2C)O1)c1ccccc1
- PI4K2A block: -8

The results go on:
> C[C@@H](CCCCC1(C)OCCO1)CCC(=O)N(c1ccccc1)c1ccccc1
- PI4K2A block: -1
> CCN(CC)C(=O)CC[C@@H]1CC[C@]2(CCCN(Cc3cccc4ccccc34)C2)O1
- PI4K2A block: 1
> COc1ccc(C2=CCN(C)C(=O)N2c2ccc([N+](=O)[O-])cc2)cc1
- PI4K2A block: -2
> Cn1cccc1C(=O)N1CCN(S(=O)(=O)c2cccc3ccccc23)CC1
- PI4K2A block: 1
> Cc1ccc(C(=O)C(=O)O)cc1C
- PI4K2A block: -2
> Cc1ccccc1CS(=O)(=O)Cc1ccc(C(=O)Nc2ccc(Cl)cc2)o1
- PI4K2A block: -6
> Nc1[nH]c2ccccc2c1C(=O)NC1CC1
- PI4K2A block: 0
> O=S1(=O)N[C@H](Cc2ccccc2)COc2cc(N3CCCC3)ccc21
- PI4K2A block: 1
> COc1ccccc1CCNC(=O)C1CCN(c2nc(C)cc(C)n2)CC1
- PI4K2A block: 5
> COc1ccc(CNS(=O)(=O)CC2NCCc3ccccc32)cc1 (configuration not stated)
- PI4K2A block: 8

> O=C(O)C1CCC1
- PI4K2A block: 2
> CC(C)CNc1ccc2c(c1)OC[C@@H](CC(C)C)NS2(=O)=O
- PI4K2A block: -7
> COC(=O)[C@]12C[C@H](CC(=O)NCc3cccc4ccccc34)C(=O)N(Cc3ccccc3)C1=C[C@H](COCc1ccccc1)O[C@@H]2C
- PI4K2A block: -3
> CC(C)C[C@@H]1COc2cc(Br)ccc2S(=O)(=O)N1Cc1cn(CC2CCCCC2)nn1
- PI4K2A block: 0
> CCOC(=O)Oc1ccc(CCNC(=O)[C@H](CCSC)NC(C)=O)cc1OC(=O)OCC
- PI4K2A block: 1
> CC1(c2nnnn2Cc2ccccc2)CCCCC(=O)N1Cc1cccs1 (configuration not stated)
- PI4K2A block: -1
> CO[C@H]([C@H](C)/C=C/N(C)C=O)[C@@H](C)C(=O)CC[C@H](C)[C@H](O)[C@H](C)[C@H]1OC(=O)/C=C/C(C)=C/C[C@H](O)C[C@@H]2C=CC[C@@H](C[C@H](OC)[C@@H](C)[C@@H](OC)C[C@@H](OC)[C@@H]1C)O2
- PI4K2A block: -1
> Cc1c[nH]c2cccc(-c3ccc(Cl)cc3Cl)c12
- PI4K2A block: -4
> COc1ccc(Oc2c(Cl)cnn(-c3ccc(C(C)C)c(C)c3)c2=O)cc1
- PI4K2A block: -3
> COc1ccc(-n2c(SCC(=O)Nc3cccc4ccccc34)nnc2-c2ccco2)cc1
- PI4K2A block: 1

> CN(C)CCc1c[nH]c2ccc(C[C@H]3COC(=O)N3)cc12
- PI4K2A block: 1
> COCCN1C(=O)C2=C(C1=O)C1N(C)c3ccccc3[C@@]13C[C@@H](CO)N(S(=O)(=O)c1ccc(OC)cc1)C3=N2 (some centres not stated)
- PI4K2A block: -2
> CCc1ccc(CCNC(=O)OCCCN2CCC3(CCC(C)CC3)C2=O)cc1 (configuration not stated)
- PI4K2A block: -2
> CC(C)(Oc1ccc(Cl)cc1)C(=O)OCCCOC(=O)C(C)(C)Oc1ccc(Cl)cc1
- PI4K2A block: 3
> Cc1ccc(C(=O)C2CCN(CC(=O)N3CC(C)CC(C)C3)CC2)cc1 (configuration not stated)
- PI4K2A block: 0
> COC(=O)[C@]12C[C@H](CC(=O)NCC3CCCCC3)C(=O)N(CCC3=CCCCC3)C1=C[C@H](C(C)C)O[C@@H]2C1CC1
- PI4K2A block: -2
> Cc1ccc(C=Nn2c(-c3n[nH]c4c3CCC4)n[nH]c2=S)o1
- PI4K2A block: -1
> N#CCC[C@H]1CC[C@]2(CCCN(C(=O)c3ccccc3)C2)O1
- PI4K2A block: 0
> O=C(CSc1nnc(-c2ccccn2)n1-c1ccc(Cl)cc1)Nc1ccccc1-c1ccccc1
- PI4K2A block: 0
> Cc1ccc(S(=O)(=O)N2CCC(c3nc4ccccc4o3)CC2)s1
- PI4K2A block: -4

> CCOc1ccc(-n2c(SCC(=O)Nc3cccc4ccccc34)nnc2-c2ccccc2)cc1
- PI4K2A block: 5
> COC(=O)[C@]12C[C@H](CC(=O)NCc3cccs3)C(=O)N(Cc3cccc4ccccc34)C1=C[C@H](C(C)C)O[C@@H]2C1CC1
- PI4K2A block: -3
> CC[C@@]1(c2ccc(C)cc2)C(=O)N(C(=O)OC)N1C(=O)OC
- PI4K2A block: 1
> Cc1ccc(C)c(NC(=O)Cn2nnc(-c3ccncc3)n2)c1
- PI4K2A block: -4
> CCCC1CCC2(CCCN2CCOC(=O)Nc2ccc(OC)cc2)CC1 (configuration not stated)
- PI4K2A block: 3
> Cc1ccc(CSc2nnc(-c3cccs3)o2)cc1C
- PI4K2A block: -3
> C#CCNC(=O)C[C@H]1C[C@@]2(C(=O)OC)C(=C[C@H](C3CCCC3)O[C@@H]2C)N(Cc2cccc3ccccc23)C1=O
- PI4K2A block: 0
> CCOC(=O)[C@]12CCCCC/C=C\1N(CCc1ccc(Cl)cc1)C(=O)[C@H]2CC(=O)NCC12CC3CC(CC(C3)C1)C2
- PI4K2A block: -8
> COC(=O)[C@]1(C#N)CC(=O)N(Cc2ccc(Cl)cc2)[C@@H]1c1ccccc1
- PI4K2A block: -4
> CCC(CO)Nc1cccc2c1S(=O)(=O)N(Cc1cn(Cc3ccc(C(F)(F)F)cc3)nn1)Cc1ccccc1O2 (configuration not stated)
- PI4K2A block: -7

> CCCCNC(=O)NS(=O)(=O)c1ccc(NC(=O)CSc2nnc(-c3cccs3)n2-c2ccc(OC)cc2)cc1
- PI4K2A block: 0
> Cc1nc2ccc(C(=O)N3CCN(C(=O)OCc4ccccc4)CC3)cc2n1C1CCCC1
- PI4K2A block: -2
> Cc1ccc(-n2c(SCC(=O)N/N=C/C=C\c3ccco3)nnc2-c2ccccc2)cc1
- PI4K2A block: -7
> CCN(CC)C(=O)CC[C@@H]1CC[C@]2(CCCN(Cc3cccs3)C2)O1
- PI4K2A block: 1
> O=C(NC1CCCCN(Cc2cccc(Cl)c2)C1=O)c1c(F)cccc1F (configuration not stated)
- PI4K2A block: -7
> Cc1cc(=O)[nH]c(SCC(=O)Nc2ccc(F)cc2F)n1
- PI4K2A block: -10
> O=C(NC1CCCCN(Cc2cccc(C(F)(F)F)c2)C1=O)c1ccc(F)cc1 (configuration not stated)
- PI4K2A block: 1
> N#Cc1ccc(/C=C2\CC3(OC(=O)C4CCCCC4)CCCN2C3)cc1 (configuration not stated)
- PI4K2A block: -3
> CCOC(=O)CC[C@@]1(C(=O)OCC)C[C@@H](CC(=O)NCc2cccs2)C(=O)N2CCCC=C21
- PI4K2A block: 3
> COC(=O)[C@]12C[C@H](CC(=O)NCc3cccs3)C(=O)N(Cc3cccc4ccccc34)C1=C[C@H](COCc1ccccc1)O[C@@H]2C
- PI4K2A block: 1

> CN(C)CCCNC(=O)C[C@@H]1CC[C@@H]2[C@H](COc3ccc(NC(=O)c4cccc(F)c4)cc3C(=O)N2C)O1
- PI4K2A block: -1
> COC(=O)C12C=C3CC(c4ccc(OC)cc4)=C3C(=O)N1Cc1[nH]c3ccccc3c1C2 (configuration not stated)
- PI4K2A block: -4
> C=CCn1c(COc2ccccc2)nnc1SCC(=O)c1ccc(-c2ccccc2)cc1
- PI4K2A block: 2
> O=C(NC1CCCCN(Cc2ccc(Cl)cc2)C1=O)c1ccc2ccccc2c1 (configuration not stated)
- PI4K2A block: -3
> Cc1ccccc1CNC(=O)CN1CCCc2ccccc21
- PI4K2A block: 0
> C=CCN1C(=O)[C@@H](CC(=O)NCC23CC4CC(CC(C4)C2)C3)[C@]2(C(=O)OCC)CCCCC/C=C/12
- PI4K2A block: 4
> Cc1ccc(S(=O)(=O)N2CCCC(C(=O)NCCN3CCC(Cc4ccccc4)CC3)C2)cc1 (configuration not stated)
- PI4K2A block: 2
> COc1cccc(CSc2nnc(-c3cccnc3)n2Cc2ccccc2)c1
- PI4K2A block: 2
> COCC(=O)N(c1ccc(C(C)(C)C)cc1)C(C(=O)NC(C)(C)C)c1cccnc1 (configuration not stated)
- PI4K2A block: -2
> O=C(NCCc1c[nH]c2ccccc12)OCc1cn(Cc2cccc(C(F)(F)F)c2)nn1
- PI4K2A block: 4

> O=C1OC(CN2CCOCC2)CN1/N=C/c1ccc([N+](=O)[O-])o1 (configuration not stated)
- PI4K2A block: -6
> COc1ccc(N2CCN(CCCNC(=O)COc3ccc(C)cc3)CC2)cc1
- PI4K2A block: 2
> C=CCN1C(=O)[C@H](CC(=O)NCc2cccs2)[C@@]2(C(=O)OCC)CCCC=C12
- PI4K2A block: -4
> C=CCN(C(=O)[C@@H](CCCC)[C@@H](O)c1ccc(C(C)=O)cc1)c1ccccc1
- PI4K2A block: 0
> COC(=O)C1CN(Cc2cn(Cc3ccc(Cl)cc3)nn2)CCS(=O)(=O)N1Cc1ccc(C)cc1 (configuration not stated)
- PI4K2A block: 0
> COC(=O)[C@]12C[C@H](CC(=O)NCc3ccc(C)o3)C(=O)N(Cc3ccc(Cl)cc3Cl)C1=C[C@H](COCc1ccccc1)O[C@@H]2C
- PI4K2A block: -3
> Cn1cc(-c2cccc3[nH]cc(-c4ccccc4)c23)c2ccccc21
- PI4K2A block: -3
> COc1ccc(OC)c(CN2C(=O)CSCC2(C)c2nnnn2C2CCCC2)c1 (configuration not stated)
- PI4K2A block: 1
> COc1cccc(C2CC=C(C(=O)O)CN2S(=O)(=O)c2ccc(C)cc2)c1 (configuration not stated)
- PI4K2A block: -3
> C[C@@H]1COc2cc(F)ccc2S(=O)(=O)N1C
- PI4K2A block: 0

> COc1ccc(N2CCCN(CC(=O)Nc3ccc(Cl)c(Cl)c3)CC2)cc1
- PI4K2A block: 0
> Nc1ccc(C(=O)N2CC3CC(CN(Cc4ccccc4)C3)C2)cc1
- PI4K2A block: 1
> CCCC1CCC2(CC1)CCC2OC(=O)Nc1ccc(C)cc1 (configuration not stated)
- PI4K2A block: -3
> O=C(Nc1ccc(C(O)(C(F)(F)F)C(F)(F)F)cc1)c1ccc(F)cc1Cl
- PI4K2A block: 2
> CCc1ccccc1CNC(=O)C1CCC(CNS(=O)(=O)c2cccc3cccnc23)CC1 (configuration not stated)
- PI4K2A block: -6
> CCCCNC(=O)N1CCC(c2nc3ccc(Cl)cc3[nH]2)CC1
- PI4K2A block: 4
> CCOC(=O)[C@@H]1c2[nH]c3ccccc3c2C[C@@]2(C(=O)OC)C=CCN12
- PI4K2A block: -6
> Cc1ccc(NC(=S)NNC(=O)CSc2nc3sc4c(c3c(=O)n2-c2ccccc2)CCCC4)cc1
- PI4K2A block: -2
> Cn1c(=O)c2[nH]c(SCC(=O)NCCc3cccc(F)c3)nc2n(C)c1=O
- PI4K2A block: -5

Nothing new here: an excerpt of the list.
> Cn1cc(-c2cccc3[nH]cc(-c4ccccc4)c23)c2ccccc21
- PI4K2A block: -3
> COc1ccc(OC)c(CN2C(=O)CSCC2(C)c2nnnn2C2CCCC2)c1 (configuration not stated)
- PI4K2A block: 1
> COc1cccc(C2CC=C(C(=O)O)CN2S(=O)(=O)c2ccc(C)cc2)c1 (configuration not stated)
- PI4K2A block: -3
> C[C@@H]1COc2cc(F)ccc2S(=O)(=O)N1C
- PI4K2A block: 0
> COc1ccc(N2CCCN(CC(=O)Nc3ccc(Cl)c(Cl)c3)CC2)cc1
- PI4K2A block: 0
> Nc1ccc(C(=O)N2CC3CC(CN(Cc4ccccc4)C3)C2)cc1
- PI4K2A block: 1
> CCCC1CCC2(CC1)CCC2OC(=O)Nc1ccc(C)cc1 (configuration not stated)
- PI4K2A block: -3
> O=C(Nc1ccc(C(O)(C(F)(F)F)C(F)(F)F)cc1)c1ccc(F)cc1Cl
- PI4K2A block: 2
> CCc1ccccc1CNC(=O)C1CCC(CNS(=O)(=O)c2cccc3cccnc23)CC1 (configuration not stated)
- PI4K2A block: -6
> CCCCNC(=O)N1CCC(c2nc3ccc(Cl)cc3[nH]2)CC1
- PI4K2A block: 4
> CCOC(=O)[C@@H]1c2[nH]c3ccccc3c2C[C@@]2(C(=O)OC)C=CCN12
- PI4K2A block: -6
> Cc1ccc(NC(=S)NNC(=O)CSc2nc3sc4c(c3c(=O)n2-c2ccccc2)CCCC4)cc1
- PI4K2A block: -2

> Cn1c(=O)c2[nH]c(SCC(=O)NCCc3cccc(F)c3)nc2n(C)c1=O
- PI4K2A block: -5

This is a subset; rates above refer to the full screens.
